RNase H inhibition – RNase H inhibition, HIV 1 Gag Pol polyprotein, FRET biochemical assay, screening (AID 372). HIV-1 RT RNase H, FRET RNA/DNA substrate fluorescence; higher % means a stronger effect. inhibition, % at 10 µM; hits with a dose series show IC50 in µM. 100,000 compounds, 0.77% hits; in the data active = inhibition above about 50%
Active calls of the source: *. The list is partial (hit frequency here may not be typical).

Compound | RNase H inhibition
CCOC(=O)C1=C(C)NC2=C(C(=O)CC(c3ccc(OC)cc3)C2)C1c1cccc([N+](=O)[O-])c1 (stereo not drawn) | 7%
CCCC(=O)NC(c1ccc(Cl)cc1)c1ccc2cccnc2c1O (stereo not drawn) | 9%
O=C(c1cnn2c1NC(c1cccs1)CC2C(F)(F)F)N1CCN(C(c2ccccc2)c2ccccc2)CC1 (stereo not drawn) | 0%
CC(=O)N/C(=C\c1ccc(F)cc1)C(=O)OC(C)C | 3%
CCCc1ccc(OCC(O)CN2CCN(C(=O)OCC)CC2)cc1 (stereo not drawn) | 13%
Cc1ccc(NC(=O)CCOc2ccccc2)c(C)c1 | 5%
COc1ccc(C2CC(=O)C3=C(C2)NC(C)=C(C(=O)OC(C)C)C3c2ccc(OC)c(OC)c2)cc1 (stereo not drawn) | 0%
C=C(C)Cn1c(-c2ccc(OC)c(OC)c2)n[nH]c1=S | 0%
CCOC(=O)C1=C(C)N=c2s/c(=C\c3ccc(C)c(OC)c3)c(=O)n2C1c1c(OC)ccc2ccccc12 (stereo not drawn) | 9%
O=C(COc1ccc([N+](=O)[O-])cc1)Nc1ccc(Cl)cc1 | 19%
COC(=O)COc1ccc(C=C2C(=O)NC(=S)NC2=O)cc1OC | 6%
Cc1cc(C)c(S(=O)(=O)Nc2ccc(F)cc2)c(C)c1 | 0%
CCOC(=O)CC1(C)NN=C(c2ccccc2)S1 (stereo not drawn) | 22%
CCOC(=O)c1c(-c2ccccc2)csc1NC(=S)NC(C)=O | 7%
O=C(Nc1ccccc1C(=O)Nc1ccncc1)c1cccs1 | 5%

Looked up one by one from the entries so far:
Compound | RNase H inhibition
O=C(Nc1ccccc1C(=O)Nc1ccncc1)c1cccs1 | 5%
O=C(c1cnn2c1NC(c1cccs1)CC2C(F)(F)F)N1CCN(C(c2ccccc2)c2ccccc2)CC1 (stereo not drawn) | 0%

New compounds follow
Compound | RNase H inhibition
COc1ccc(-c2cc(O)c3c(C)oc(C)c3c(=O)c2)cc1OC | 24%
O=C(NC(=S)Nc1ccc(Cl)cc1)c1ccc([N+](=O)[O-])cc1 | 10%
COc1ccc(C(=O)Nc2ccc(-c3nc4ccccc4s3)c(O)c2)cc1OC | 9%
CCOC(=O)NC12CC3CC(CC(CC)(C3)C1)C2 | 4%
O=C(COc1ccc(Br)cc1)Nc1cccc(NC(=O)c2ccccc2Cl)c1 | 10%
N/C(=N\OC(=O)Cc1ccc(Cl)cc1)c1ccncc1 | 3%
CC1(C)CC(=O)C2=C(C1)OC1=C(C(=O)CC(C)(C)C1)C2c1ccc(Cl)cc1 | 18%
CCOC(=O)C1CCN(C2=NC(=O)/C(=C\c3ccc(Br)cc3)S2)CC1 | 17%
Cc1ccc(OCCOCCOc2ccc(/C=C3\SC(N)=NC3=O)cc2)cc1C | 8%
Cc1cc(NC(=O)c2cc(-c3ccc(Br)cc3)nc3ccccc23)no1 | 8%
COc1nc(N/N=C/c2ccc(Cl)cc2Cl)nc(N2CCCCC2)n1 | 22%
CC(C)c1ccc(C2CC(=O)Nc3c2ccc2ccccc32)cc1 (stereo not drawn) | 28%
Cc1cccc(NC(=O)/C=C/c2cccc([N+](=O)[O-])c2)c1C | 18%
CC(NC(=O)/C(C#N)=C/c1ccc(Cl)c(Cl)c1)c1ccccc1 (stereo not drawn) | 21%
COc1cc2ccccc2cc1C(=O)NC(=S)Nc1ccc(C)c(C)c1 | 0%
Cc1ccc(S(=O)(=O)/N=C(\N)Nc2nc(C)c3ccccc3n2)cc1 | 9%
N#Cc1c2c(c(N3CCN(c4ccccn4)CC3)n3c1nc1ccccc13)CCC2 | 7%
O=C(O)c1ccc(OC(F)(F)C(F)C(F)(F)F)cc1 (stereo not drawn) | 4%
O=C(Nc1ccccc1)Nc1nnc(CSCc2ccccc2F)s1 | 6%
CCCC(=O)Nc1ccc2oc(-c3ccc(F)cc3)nc2c1 | 14%
CCCC(=O)C1=C(O)C(C(=O)OC)C(C)(C)CC1=Nc1cccc2ccccc12 (stereo not drawn) | 10%
O=C1c2ccc(Oc3ccc([N+](=O)[O-])cc3)cc2C(=O)N1c1ccc([N+](=O)[O-])cc1 | 5%
Cc1c(OCC(=O)OC(C)(C)C)ccc2c(-c3ccccc3)cc(=O)oc12 | 8%
COC(=O)C1=C(C)NC(=O)NC1c1cc(OC)c(OC)cc1OC (stereo not drawn) | 0%
CCCCOc1ccc(C(=O)Nc2ccc(Cl)cn2)cc1 | 10%
COc1ccc(CCNC2CCN(Cc3ccccc3)CC2)cc1OC | 14%
COc1ccc(C2CC(=O)C3=C(C2)NC(C)=C(C(=O)OC2CCCC2)C3c2cc3c(cc2Cl)OCO3)cc1 (stereo not drawn) | 15%
O=C1/C(=C\c2cccc(OCc3ccccc3)c2)SC(=S)N1c1ccccc1 | 10%
COc1ccc(-n2c(O)c(/C=N/NC(=O)c3ccccc3)c3ccccc3c2=O)cc1 | 13%
O=C(OCc1ccc2c(c1)OCO2)c1ccc2c(c1)OCO2 | 31%
CN(CCC(=O)NC1CC(C)(C)N(C)C(C)(C)C1)C1CC(C)(C)N(C)C(C)(C)C1 | 0%
CCOc1cc(C(=O)N(C)c2ccccc2)cc(OCC)c1OCC | 3%
COC(=O)C1=C(C)NC2=C(C(=O)CC(c3ccc(Cl)cc3)C2)C1c1cc(OC)c(OC)c(OC)c1 (stereo not drawn) | 0%
O=C(Nc1ccc(O)c(-c2nc3ccccc3s2)c1)c1cc(I)ccc1Cl | 9%
CCOc1ccc(N=Cc2c(OC)ccc3ccccc23)cc1 | 11%
COc1cc(C=O)ccc1OCCCOc1ccc(C(C)(C)C)cc1Cl | 27%
CCC(=O)NC(Nc1cc(C)ccn1)(C(F)(F)F)C(F)(F)F | 0%
Cc1c(NC(=S)NCc2ccccc2)c(=O)n(-c2ccccc2)n1C | 12%
COc1ccccc1CNC(=O)COc1ccc(Cl)cc1C | 12%
CCOc1ccc(NCC(=O)N/N=C/c2cc([N+](=O)[O-])ccc2O)cc1 | 9%
Cc1ccc(-n2cnnn2)cc1-n1cnnn1 | 4%
CCOC(=O)C(=CNc1ccccc1F)C(=O)OCC | 5%
Clc1ccc(Cl)c(SCCc2ccccn2)c1 | 12%
O=C/C(=C\Nc1ccc(Cl)cn1)c1nc2cc(Cl)ccc2o1 | 36%
Cc1sc(NC(=O)C2CC2c2ccccc2)c(C#N)c1C (stereo not drawn) | 7%

Seven entries out of the list, arranged by heavy-atom count, descending.
Compound | RNase H inhibition
COc1ccc(C2CC(=O)C3=C(C2)NC(C)=C(C(=O)OC2CCCC2)C3c2cc3c(cc2Cl)OCO3)cc1 (stereo not drawn) | 15%
N#Cc1c2c(c(N3CCN(c4ccccn4)CC3)n3c1nc1ccccc13)CCC2 | 7%
CN(CCC(=O)NC1CC(C)(C)N(C)C(C)(C)C1)C1CC(C)(C)N(C)C(C)(C)C1 | 0%
O=C1/C(=C\c2cccc(OCc3ccccc3)c2)SC(=S)N1c1ccccc1 | 10%
COc1cc(C=O)ccc1OCCCOc1ccc(C(C)(C)C)cc1Cl | 27%
CC(NC(=O)/C(C#N)=C/c1ccc(Cl)c(Cl)c1)c1ccccc1 (stereo not drawn) | 21%
CCOC(=O)CC1(C)NN=C(c2ccccc2)S1 (stereo not drawn) | 22%

Going on with the list.
Compound | RNase H inhibition
C=CCC(C)(CC=C)NC(=O)c1ccccc1[N+](=O)[O-] | 2%
O=C(Nc1ccc(Cl)cc1)C1C2CCC3C(CCC21)C3(Cl)Cl (stereo not drawn) | 2%
C#CCOc1ccc(/C=C2\C(=O)NC(=O)N(c3ccc(Cl)cc3)C2=O)cc1OC | 6%
O=C(O)c1ccccc1C(=O)c1ccc(F)c(F)c1 | 24%
COc1ccccc1N(CC(=O)N1CCC(Cc2ccccc2)CC1)S(=O)(=O)c1ccccc1 | 23%
Cc1cc(Cl)ccc1NC(=O)c1cccc2ccccc12 | 17%
O=C(NCCOc1ccccc1)c1cccc(C(=O)NCCOc2ccccc2)c1 | 4%
CN(C)CCOC(=O)CCN1C(=O)/C(=C/c2ccccc2Cl)SC1=S | 12%
O=C(Nc1nnc(Cc2ccc(Cl)cc2Cl)s1)Nc1ccccc1F | 11%
C/C(=N/NC(=O)c1ccccc1N)c1cccs1 | 2%
CCSc1nnc2n(-c3ccc(OC)cc3)c(=O)c3c4c(sc3n12)COC(C)(C)C4 | 0%
CCOc1ccc(-n2c(O)c(C=Nc3ccc(C)cc3)c(=O)[nH]c2=O)cc1 | 0%
Ic1ccc(OCCCOc2cccc3cccnc23)cc1 | 26%
CCOC(=O)c1c(CSc2ccccc2)n(C)c2cc(Br)c(OC)c(O)c12 | 9%
CN1CCC(=NNC(=O)CSCc2ccccc2Br)CC1 | 3%
C/C(=N\O)c1ccc2c(c1)c1cc(/C(C)=N/O)ccc1n2C(C)C | 19%
CC(C)/C(=N/Nc1ccccc1[N+](=O)[O-])c1ccccc1 | 8%
Cc1cc(OCC(O)CN2CCN(c3ccccc3F)CC2)ccc1C(C)C (stereo not drawn) | 11%
Cc1nc2ccc(Cl)cn2c1C(=O)N/N=C\c1ccc(C(=O)O)cc1 | 7%
CCOC(=O)c1ccc(NC(=O)/C=C2\SC(=O)NC2=O)cc1 | 8%
COc1ccc(N2C(=O)NC(=O)/C(=C/c3ccc(-c4ccccc4[N+](=O)[O-])o3)C2=O)cc1 | 9%
COc1ccccc1/C=C\C=N\n1c(-c2ccc(Cl)cc2Cl)n[nH]c1=S | 34%
CCCN(C=O)/N=C/c1ccc([N+](=O)[O-])cc1 | 0%
CCOc1ccccc1NC(=O)c1ccc([N+](=O)[O-])o1 | 11%
O=C(Nc1ccccc1Br)c1ccc(OC(F)F)cc1 | 0%
O=C(c1cc([N+](=O)[O-])ccc1Cl)N1CCN(C(c2ccccc2)c2ccccc2)CC1 | 19%
Cc1onc(-c2c(Cl)cccc2Cl)c1C(=O)Nc1ccc(Br)cc1F | 25%
O=[N+]([O-])c1ccc(/C=N/Nc2c(Cl)cc(Cl)cc2Cl)cc1 | 9%
CN1C(=O)c2ccc(N3C(=O)c4cccc(N)c4C3=O)cc2C1=O | 11%
CN(CC(=O)Nc1ccc(Br)cc1)Cc1ccccc1 | 2%
Cc1cccc(C)c1NC(=O)c1ccc(CN(c2ccccc2)S(C)(=O)=O)cc1 | 0%
COc1cc(C)ccc1OCCOc1cc(C)cc(C)c1 | 37%
O=C1N/C(=N/N=C/c2ccccc2O)SC1Cc1ccccc1 (stereo not drawn) | 8%
Cc1ccc(C(=O)NCc2ccccc2)cc1S(=O)(=O)N1CCOCC1 | 1%
COC(=O)c1c(NC(=O)c2ccc3c(c2)OCO3)sc(C)c1C | 5%
COc1cc(C(=O)OCC(=O)c2ccccc2)cc(OC)c1OC | 5%
CSc1nc(N)c(C#N)c(Cc2ccccc2)c1C#N | 7%
CC(C)c1ccc(-c2cc(C(=O)N3CCCC3)c3ccccc3n2)cc1 | 11%
O=C(CCCOc1ccc(Cl)cc1Cl)Nc1cc(C(F)(F)F)ccc1Cl | 0%
O=C1CN(S(=O)(=O)c2ccccc2)CCN1S(=O)(=O)c1ccccc1 | 32%
N#C/C(=C\c1ccccc1Cl)c1nc(-c2cc3cc(Br)ccc3oc2=O)cs1 | 0%
COc1ccc(C(CC#N)C2CCOC(C)(C)C2)cc1 (stereo not drawn) | 3%
O=C(O)c1ccc(NC(=O)c2cc3cc([N+](=O)[O-])ccc3oc2=O)cc1 | 4%
COc1ccc(OC)c(C2Nc3ccc4ccccc4c3C3=C2C(=O)CC(C)(C)C3)c1 (stereo not drawn) | 10%
O=C(Nc1ccc(-c2nc3ccccc3o2)c(O)c1)c1cccc(Cl)c1Cl | 22%
CC(C)(C)c1ccc(/C=c2\sc3nnc(-c4ccccc4)n3c2=O)cc1 | 16%
CC(=NCC(C)C)c1c(C)[nH]n(-c2ccc([N+](=O)[O-])cc2)c1=O | 0%
COc1cc(/C=C(/NC(=O)c2ccccc2)C(=O)Nc2cccc(Br)c2)c([N+](=O)[O-])cc1OC | 12%
O=C(COc1ccc(Br)cc1Cl)Nc1ccc(F)cc1F | 45%
CCOCCOCC(O)CN1CCCCC1 (stereo not drawn) | 9%
O=C(Nc1cccc2c1CCCC2)c1cccc([N+](=O)[O-])c1 | 0%
O=C(N/N=C/c1cccn1-c1ccc([N+](=O)[O-])cc1)c1cc(-c2ccccc2)n[nH]1 | 17%
COc1ccc(CCNC(=O)C(=O)Nc2cc(OC)ccc2OC)cc1 | 0%
Cc1ccc(OCC(=O)NC(=S)Nc2ccc3c(c2)C(=O)c2ccccc2C3=O)cc1 | 7%
CCOC(=O)c1c(N=CN(C)C)c2cc([N+](=O)[O-])cnc2n1C | 13%
CSc1cccc(N=CC2=C(O)CC(C)(C)CC2=O)c1 | 7%
CCC(C)c1ccc(OCc2nnc(NC(=O)Nc3ccccc3)s2)cc1 (stereo not drawn) | 8%
COc1ccccc1C(=O)C1Nc2ccccc2-c2nnc(SC)nc2O1 (stereo not drawn) | 0%
Oc1ccccc1/C=N/Nc1ncnc2c1cnn2Cc1ccccc1 | 23%
CCOc1ccc(/C=C2/C(=O)NC(=S)N(c3cc(Cl)cc(Cl)c3)C2=O)cc1 | 14%

Single entries from the results shown:
RNase H inhibition with Oc1ccccc1/C=N/Nc1ncnc2c1cnn2Cc1ccccc1 : 23%
RNase H inhibition with CSc1cccc(N=CC2=C(O)CC(C)(C)CC2=O)c1 : 7%
RNase H inhibition with CCC(C)c1ccc(OCc2nnc(NC(=O)Nc3ccccc3)s2)cc1 (stereo not drawn) : 8%
RNase H inhibition with COc1cc(/C=C(/NC(=O)c2ccccc2)C(=O)Nc2cccc(Br)c2)c([N+](=O)[O-])cc1OC : 12%
RNase H inhibition with CCOc1ccc(/C=C2/C(=O)NC(=S)N(c3cc(Cl)cc(Cl)c3)C2=O)cc1 : 14%

Carrying on:
Compound | RNase H inhibition
COc1ccc(C2CC(=O)C3=C(C2)Nc2ccccc2NC3c2cc(F)ccc2F)cc1 (stereo not drawn) | 4%
OC(CN1CCCCC1)Cn1c2ccccc2c2ccccc21 (stereo not drawn) | 17%
CN(C)CCN1C(=O)C(=O)/C(=C(/O)c2ccccc2)C1c1ccccc1[N+](=O)[O-] (stereo not drawn) | 0%
COc1ccc(N2C(=O)CC(Sc3nc(C)c4ccccc4n3)C2=O)cc1 (stereo not drawn) | 8%
Oc1c(Br)cc(Br)cc1/C=N/Nc1ccccn1 | 0%
CCOc1ccccc1/C=C1/SC(=S)N(CCC(=O)O)C1=O | 12%
O=C(COc1ccc([N+](=O)[O-])cc1)Nc1ccc(Br)cc1F | 6%
COc1ccc(C2/C(=C(\O)c3ccccc3)C(=O)C(=O)N2C)cc1OC (stereo not drawn) | 3%
